Compound activity: PubChem, National Center for Advancing Translational Sciences (NCATS)
RECQ1 helicase = qHTS Assay for Inhibitors of RecQ-Like Dna Helicase 1 (RECQ1); ATP-dependent DNA helicase Q1 (Homo sapiens), P46063; RECQ1 DNA unwinding, red fluorescence kinetic read; Potency, µM (titrated, usually from 57.3 µM), inactives show at the highest dose activity, negative = inhibition, actives largely listed as inhibitors; 240,000 tested, 0.54% active; AID 2549, 2010;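 also: plate controls were vehicle for no effect and no enzyme for full effect; nearly all actives have a fitted effect of over 30% in size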
Target sequence (P46063 whole entry, looked up): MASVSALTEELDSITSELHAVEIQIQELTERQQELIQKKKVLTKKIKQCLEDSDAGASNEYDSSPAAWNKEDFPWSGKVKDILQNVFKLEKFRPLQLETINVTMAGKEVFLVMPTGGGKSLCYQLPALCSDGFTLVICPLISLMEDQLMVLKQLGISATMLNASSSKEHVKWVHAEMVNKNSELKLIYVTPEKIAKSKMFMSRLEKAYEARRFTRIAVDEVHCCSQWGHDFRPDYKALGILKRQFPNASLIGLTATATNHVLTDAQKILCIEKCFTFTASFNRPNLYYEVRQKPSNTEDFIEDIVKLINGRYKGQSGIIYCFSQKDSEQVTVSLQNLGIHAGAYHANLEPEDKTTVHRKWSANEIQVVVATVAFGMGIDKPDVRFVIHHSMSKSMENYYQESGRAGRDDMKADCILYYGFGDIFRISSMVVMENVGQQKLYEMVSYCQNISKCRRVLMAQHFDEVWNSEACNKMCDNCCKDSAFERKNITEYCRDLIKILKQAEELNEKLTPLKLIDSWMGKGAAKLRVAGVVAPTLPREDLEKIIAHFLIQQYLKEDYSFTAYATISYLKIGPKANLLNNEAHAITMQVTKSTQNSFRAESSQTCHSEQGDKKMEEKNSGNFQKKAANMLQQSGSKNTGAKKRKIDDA
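RECQ1T1 50 nM; forked duplex (20 bp + 30-nt ss tails) 200 nM, ATP 2 mM final; pH 8.0, 2 mM MgCl2, 2.5 ug/ml poly(dI-dC); 15 min compound preincubation; discontinuous kinetic read over 2 h at RT.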
TR SRC2 fluor cs = Total Fluorescence Counterscreen for Inhibitors of the Interaction of Thyroid Hormone Receptor and Steroid Receptor Coregulator 2; TRb/SRC2 Texas Red total fluorescence interference; 280,000 tested, 0.29% active; Potency, µM (top dose mostly 106 µM), for the others: at the top dose fluorescence change, negative = quenching; active = well fitted curve in either direction with a large enough effect; inconclusive = small, poorly fitted or top-dose-only effect; also: % is scaled to controls: 0 for no effect and ±100 for the full control effect
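Human TRβ ligand-binding domain (0.6 uM) and Texas Red SRC2 peptide (20 nM) in Tris buffer with 1 uM T3 and 5% DMSO were incubated with pinned compound for 5 hr at ambient temperature. Total fluorescence was computed as S + 2P (555/632 nm).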
SMN2 splice up = qHTS Assay for Enhancers of SMN2 Splice Variant Expression; HEK293 SMN2-luciferase splicing reporter, luminescence, 30-36 h; Potency, µM (doses to about 46.1 µM), inactives show at the top dose activity change, positive = activation, actives largely listed as activators; 210,000 tested, 2.8% active; also: % of control where 0% means no effect; nearly all actives have a fitted effect of over 55% in size
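HEK293 cells carry an SMN2 […]–luciferase reporter in which exon 7 inclusion puts luciferase in frame. Cells were plated 10-12 h before compound addition, then incubated 30-36 h at 37C. ONE-Glo luminescence was read; sodium butyrate at 4.5 mM final served as control.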
KDM4E inh = qHTS Assay for Inhibitors of Human Jumonji Domain Containing 2E (JMJD2E). JMJD2E catalytic domain, FDH-coupled NADH fluorescence (FDH is formaldehyde dehydrogenase). Potency, µM (top dose mostly 57.1 µM), for inactives: at the highest dose activity change, negative = inhibition, actives largely listed as inhibitors. 230,000 tested, 1.6% active. AID 2147, 2009; active = well fitted inhibition curve with a large enough effect, not every such curve was filed as active; inconclusive = small, poorly fitted or top-dose-only effect, or another doubt; inactive = no such curve, though single readings can be large or run the other way;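 also: 0% = wells with enzyme and -100% = buffer wells without enzyme; nearly all actives have a fitted effect of over 50% in size; many of its hits are not listed in these tables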
TRb-SRC2 inh = qHTS for Inhibitors of the Interaction of Thyroid Hormone Receptor and Steroid Receptor Coregulator 2. TRbeta-SRC2 peptide binding, fluorescence polarization; receptor liganded with 1 µM T3. Thyroid hormone receptor beta (Homo sapiens), P10828. 280,000 tested, 0.065% active. Potency, µM (doses to about 106 µM), inactives show at the highest dose activity change, negative = inhibition, usual class: inhibitors;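 also: plate controls were bound peptide for no effect and peptide without receptor for full effect; nearly all actives have a fitted effect of over 50% in size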
Target sequence (P10828 whole entry, looked up): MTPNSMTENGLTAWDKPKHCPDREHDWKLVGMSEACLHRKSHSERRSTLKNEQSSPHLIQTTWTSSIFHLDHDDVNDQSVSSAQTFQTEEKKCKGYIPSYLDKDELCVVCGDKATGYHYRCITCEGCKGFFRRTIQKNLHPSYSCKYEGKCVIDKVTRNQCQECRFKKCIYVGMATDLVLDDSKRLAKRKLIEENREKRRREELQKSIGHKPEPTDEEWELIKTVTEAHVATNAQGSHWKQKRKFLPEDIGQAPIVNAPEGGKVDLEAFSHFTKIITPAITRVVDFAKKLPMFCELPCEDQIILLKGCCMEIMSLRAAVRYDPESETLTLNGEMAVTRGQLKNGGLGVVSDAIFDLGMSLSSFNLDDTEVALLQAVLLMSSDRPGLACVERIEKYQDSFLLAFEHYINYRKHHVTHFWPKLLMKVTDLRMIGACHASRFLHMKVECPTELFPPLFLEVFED
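Fluorescence polarization of 20 nM Texas Red SRC2 peptide (20-aa NR interaction domain) bound to 0.6 uM human TRb ligand-binding domain, with 1 uM T3, after 5 hr at ambient temperature; inhibition seen as decreased polarization.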
Lamin A splicing = qHTS Assay for Modulators of Lamin A Splicing. HeLa LMNA splicing GFP/RFP minigene ratio, 48 h. Potency, µM (top dose mostly 46.1 µM), for the others: top-dose ratio change, negative = inhibition, actives largely listed as inhibitors. 200,000 tested, 0.01% active; active = well fitted inhibition curve with a large enough effect in the signal ratio, with a control signal flat, not every such curve was filed as active; inconclusive = small, poorly fitted or top-dose-only effect, or effect the other way, or a change in a side signal; the % refers to the signal ratio; also: % is scaled to controls: 0 for no effect and ±100 for the full control effect
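S3 HeLa cells stably expressing lamin A-EGFP splicing minigene plus DsRed2, 600 cells/well, 48 h compound exposure at 37C. Laser-scanning cytometry; analysed as GFP (500-530 nm)/RFP (575-640 nm) total intensity ratio; 0.5% DMSO vehicle.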
ALDH1A1 inh = qHTS Assay for Inhibitors of Aldehyde Dehydrogenase 1 (ALDH1A1). Purified ALDH1A1, NADH fluorescence, propionaldehyde substrate. AID 1030, 2008. Potency, µM (top dose mostly 75.3 µM), for the others: top-dose activity, negative = inhibition, usual class: inhibitors. 220,000 tested, 7.3% active; active = well fitted inhibition curve with a large enough effect, not every such curve was filed as active; inconclusive = small, poorly fitted or top-dose-only effect, or another doubt; inactive = no such curve, though single readings can be large or run the other way;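 also: plate controls were no enzyme wells and a reference inhibitor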
GoLoco inh red = qHTS Assay for Inhibitors of RGS12 GoLoco Motif Activity (Red Fluorophore); AID 880, 2007; Potency, µM (doses to about 61.6 µM), inactives show at the top dose activity, negative = inhibition, most hits filed as inhibitors; Guanine nucleotide-binding protein G(i) subunit alpha-1 (Homo sapiens), P63096; Gai1:RGS12 GoLoco peptide FP, rhodamine, 10 min; 230,000 tested, 0.44% active; active = well fitted inhibition curve with a large enough effect, not every such curve was filed as active; inactive = no such curve, though single readings can be large or run the other way; also: % is scaled to controls: 0 for no effect and ±100 for the full control effect; nearly all actives have a fitted effect of over 30% in size; many of its hits are not listed in these tables
* hit, by the source's call; i = inactive; ? = inconclusive; . = not tested or not shown; [ ] = another dose, or the depositor's remark. Unless noted, calls follow the shape of the dose curve; as a rule, active = well fitted curve in the direction sought with a large enough effect; inconclusive = small, poorly fitted or top-dose-only effect, or another doubt; inactive = no such curve, though single readings can be large; an effect the other way counts as inactive or inconclusive. Potency is read from the fitted curve at half-maximal effect.

Values run as follows: RECQ1 helicase, TR SRC2 fluor cs, SMN2 splice up, KDM4E inh, TRb-SRC2 inh, Lamin A splicing, ALDH1A1 inh, GoLoco inh red
COc1ccc2[nH]cc(CCNc3ncncc3-c3ccc(N(C)C)cc3)c2c1
    -19.5%, -1.6%, -3.9%, ?, 8.9%, -12.2%, ?, -3.0%
CN(C)c1ccc(NC(=O)c2ccc3c(c2)nnn3C)cc1
    i, -3.6%, 17.4%, 5.6%, 1.7%, -1.0%[46 µM], ?, -5.3%
COc1cc(NC(=O)COC(=O)c2cc(S(=O)(=O)N3CCCCC3)ccc2Cl)c(C)cc1[N+](=O)[O-]
    i, -1.9%, 6.6%, 0.2%, 11.0%, 7.0%, 3.4%, 11.8%
Cc1cc(C(=O)Cn2nnc3ccccc3c2=O)c(C)n1Cc1cccs1
    -0.9%, -0.1%, -0.4%, -2.8%, 5.4%, ?, -10.5%, 3.0%
Cc1cccc(-n2ccnc2SCC(=O)Nc2nccs2)c1C
    -0.9%, -2.2%, -40.6%[inhibitor], -3.5%, -0.4%, ?, -10.5%, 6.0%
Cc1ccc2nc(C)cc(C(=O)OCC(=O)Nc3c(C)n(C)n(-c4ccccc4)c3=O)c2c1
    -7.1%, 1.4%, 2.3%, ?, -0.8%, -12.5%[9.22 µM], 6.7%, -2.6%
CSc1nc2ccc3nc(NC(=O)c4ccc(C)cc4)sc3c2s1
    i, -0.3%, -27.9%, ?, -2.2%, -5.5%, ?, 2.5%
CCN1CCN(C(C(=O)NC2CCCC2)c2cc3c(cc2[N+](=O)[O-])OCO3)CC1 (stereo not given)
    -12.1%, 1.5%, 5.1%, -20.5%, 0.5%, 13.5%[9.22 µM], ?, 0.4%
CC(C)Cc1csc(NC(=O)C(C)C)c1C(=O)O
    -2.7%, -3.9%, ., -2.6%, -1.0%, ., ., 2.2%
CCOc1ccccc1C(=O)N1CCN=C1SCc1cccnc1
    12.3%, -0.6%, -11.1%, -4.7%, 6.2%, 4.2%, -3.0%, -9.6%
CC(C)(C)Nc1nc(Cl)nc(NCc2ccccc2)n1
    -6.4%, -4.2%, ., -10.0%, -5.3%, ., ., 0.7%
Cn1c2ccccc2n2c(=O)cc(-c3ccccc3)c(C#N)c12
    -9.4%, -2.1%, ., ?, 0.5%, ., ?, -8.6%
CCCC1CC(C)(c2csc(Nc3ccc(OCC)cc3)n2)OC1=O (stereo not given)
    i, -1.1%, -92.0%[inhibitor], -8.0%, -7.1%, ?, ?, 3.0%
COc1cc(OC)cc(-c2nc3ccccc3c(=O)n2OC(=O)c2ccccc2C)c1
    -11.4%, 7.1%, -9.0%, -8.2%, 3.5%, ?, -2.4%, 5.7%
CCCCCC(=O)NC(CC(=O)OC)c1ccc2c(c1)OCO2 (stereo not given)
    -3.5%, -8.6%, -3.5%, -24.8%, -0.5%, 9.0%[46 µM], 2.3%, 3.4%
CC(=O)Oc1ccc2c(c1)Oc1cc(OC(C)=O)ccc1C21OC(=O)c2ccccc21
    -6.3%, -68.0%, -6.2%, 1.6%, -11.5%, ?, ?, -3.0%
CCc1cc(=O)oc2cc(OCC(=O)N3CCCc4ccccc43)ccc12
    -2.6%, 3.1%, -29.7%, ?, -2.9%, 9.6%, ?, -7.0%
O=C(NCC1COc2ccccc2O1)c1ccccc1 (stereo not given)
    i, -4.5%, 12.6µM*, 6.1%, 4.9%, 7.9%, 7.8%, 12.4%
O=C(NCc1ccc2c(c1)OCO2)c1ccc(COc2cc(Cl)ccc2Cl)o1
    -9.2%, -0.8%, 8.2%, 2.1%, -0.4%, ?, -18.8%, 14.4%
CS(=O)(=O)c1sc(C#N)c2c1C(=O)CC(c1ccccc1)C2 (stereo not given)
    -6.9%, 3.2%, ., ?, -8.0%, ?, 58.8%[activator], -22.3%
CC(C)[C@H](NC(N)=O)C(=O)Nc1ccc(Oc2ccccc2)cc1
    -1.1%, -2.4%, -14.8%, -2.5%, 6.8%, ., 5.4%, -0.3%
CCOC(=O)c1[nH]c(C)c(C(=O)NC(C)(C)C)c1C
    -13.3%, -2.4%, 9.9%, -3.3%, 0.5%, 1.2%, 9.2%, 8.1%
CC(C)NC(=O)c1cc(-c2cccs2)on1
    -8.5%, -2.4%, 12.6µM*, 1.3%, -10.2%, -11.8%, -11.7%, 3.4%
CCOc1ccc2[nH]c(=O)c(CN(CCO)C(c3nnnn3C3CCCCC3)C(C)C)cc2c1 (stereo not given)
    2.0%, -4.7%, 0.7%, ?, 0.3%, 6.4%, 12.6µM*, 7.0%
O=C(c1c[nH]c2ccccc12)C(O)C(c1ccccc1)N1CCOCC1 (stereo not given)
    -3.3%, -2.7%, 1.5%, 3.6%, -5.2%, -0.9%, -4.0%, 3.0%
Cc1nc2c(C)cccn2c1/C(O)=C1\C(=O)C(=O)N(CCN2CCOCC2)C1c1ccncc1 (stereo not given)
    -8.4%, -1.9%, -0.2%, -15.4%, 2.8%, -7.8%, -9.1%, 0.3%
CC1=C(C(=O)Nc2ccccc2)C(c2ccco2)C(C#N)=C(SCC(N)=O)N1 (stereo not given)
    -1.5%, 1.2%, -29.6%, ?, 12.3%, 23.7%, ?, 19.8%
CCOC(=O)N1CCc2c(sc(NC(=O)c3ccc(S(=O)(=O)N4CCCC4)cc3)c2C#N)C1
    -8.8%, -0.2%, -46.2%[inhibitor], -8.5%, 14.2%, ?, ?, 136.6%[activator]
CC(C)(C)C(=O)N1CCc2cc(-c3csc(N)n3)ccc21
    -5.7%, -3.6%, ?, -2.6%, 3.7%, -3.8%, -1.8%, -2.8%
CC(NC(=O)c1cccnc1)C(c1cccs1)N1CCN(C)CC1 (stereo not given)
    -10.5%, -0.4%, -0.9%, -6.6%, -4.1%, -8.5%, 16.7%, 8.4%

Carrying on.
| SMILES | RECQ1 helicase | TR SRC2 fluor cs | SMN2 splice up | KDM4E inh | TRb-SRC2 inh | Lamin A splicing | ALDH1A1 inh | GoLoco inh red |
| --- | --- | --- | --- | --- | --- | --- | --- | --- |
| Cc1ccc2nc3c(cc(C(=O)NCc4ccco4)c(=N)n3Cc3ccco3)c(=O)n2c1 | -19.6% | -3.0% | -22.5% | ? | -7.5% | 3.2%[46 µM] | ? | 26.8% |
| N#Cc1ccc2ccn(CC(=O)NCc3ccccc3)c2c1 | -11.3% | 1.3% | 10.5% | ? | -18.2% | -17.9% | ? | 30.1%[activator] |
| COc1ccc(CCNC(=O)CSc2ccsc2[N+](=O)[O-])c(OC)c1 | 0.2% | -3.4% | 2.3% | -6.7% | 9.5% | -15.1%[46 µM] | 14.1µM* | 7.6% |
| Cc1cc(C)c2cc(C#N)c(SCC(=O)NCC3CCCO3)nc2c1 (stereo not given) | 9.6% | 1.5% | 11.1% | 5.6% | -9.5% | -1.3% | 0.2% | 0.4% |
| NC(=O)CSc1nnc(Cc2csc(Nc3ccc(F)cc3)n2)n1Cc1ccccc1 | -5.8% | -1.7% | 2.7% | 7.9% | 1.2% | -15.4% | -8.2% | 9.5% |
| CCn1c(SCC(=O)Nc2ccc(C(C)=O)cc2)nc2nc3c(cc2c1=O)CCCC3 | -10.5% | -3.7% | -75.6% | -0.2% | 0.4% | -5.1% | 0.891µM* | 5.9% |
| O=C1C=C(NCCOC23CC4CC(CC(C4)C2)C3)C2(CCCCC2)O1 | -16.3% | -0.5% | -10.7% | 2.4% | 5.9% | ? | ? | 9.4% |
| Cc1occc1C(=O)NCc1ccccc1F | i | -3.1% | . | -4.9% | -8.3% | 3.4% | 10µM* | 3.3% |
| CCS(=O)(=O)Nc1cc(C(=O)OC)ccc1C(=O)OC | 8.0% | -1.4% | 12.1% | ? | 4.4% | -1.0% | ? | -8.3% |
| O=C(NCC1CCCO1)c1ccc(COc2ccc(Br)cc2)cc1 (stereo not given) | 1.1% | -1.4% | -94.2%[inhibitor] | -6.3% | 0.7% | ? | ? | 3.1% |
| O=C(CC1CCCCC1)NCc1ccccn1 | ? | 1.5% | 0.4% | 1.4% | -0.9% | 0.3% | 4.6% | -7.2% |
| Cc1ccc2nc(-c3ccc(NC(=O)c4cccnc4)cc3)oc2c1 | 3.9% | 1.8% | . | -1.1% | -2.8% | . | ? | 21.4% |

Reformatted: 3 of the compounds above
Cc1cc(C)c2cc(C#N)c(SCC(=O)NCC3CCCO3)nc2c1 (stereo not given)
  RECQ1 helicase: 9.6%; TR SRC2 fluor cs: 1.5%; SMN2 splice up: 11.1%; KDM4E inh: 5.6%; TRb-SRC2 inh: -9.5%; Lamin A splicing: -1.3%; ALDH1A1 inh: 0.2%; GoLoco inh red: 0.4%
NC(=O)CSc1nnc(Cc2csc(Nc3ccc(F)cc3)n2)n1Cc1ccccc1
  RECQ1 helicase: -5.8%; TR SRC2 fluor cs: -1.7%; SMN2 splice up: 2.7%; KDM4E inh: 7.9%; TRb-SRC2 inh: 1.2%; Lamin A splicing: -15.4%; ALDH1A1 inh: -8.2%; GoLoco inh red: 9.5%
CCn1c(SCC(=O)Nc2ccc(C(C)=O)cc2)nc2nc3c(cc2c1=O)CCCC3
  RECQ1 helicase: -10.5%; TR SRC2 fluor cs: -3.7%; SMN2 splice up: -75.6%; KDM4E inh: -0.2%; TRb-SRC2 inh: 0.4%; Lamin A splicing: -5.1%; ALDH1A1 inh: 0.891µM*; GoLoco inh red: 5.9%

Only part of the results is shown. The share of hits here may be higher or lower than overall.
